Compound activity (PubChem)
SENP8 block-1 – blocks human SENP8 cleavage of Nedd8 substrate. inhibition, % at 20 µM. actives 0.64% (n = 360,000). recombinant SENP8, Nedd8 substrate fluorescence. Q96LD8. AID 602440; in the data active means inhibition mostly above about 40%, no sharp cut-off; inactive means mostly below about 27%
SENP1 FRET inh – inhibitors of human SENP1 SUMO protease catalytic domain; Q9P0U3; recombinant SENP1 catalytic domain, CyPet-SUMO1-YPet FRET cleavage; inhibition, % at 10 µM; actives 0.21% (n = 360,000); AID 624204;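 active means inhibition at least 30% at 10 µM, raw YFP signal under a set limit, fluorescence ratio 0.5 to 1.5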;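 further: 0% = enzyme with DMSO and 100% = no enzyme wells; some results filed as inactive read as strong as hits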
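Material – human SENP1 catalytic domain · Input – SENP1 enzyme, 20 pM final · Compound dosing – single concentration of 10 µM compound, 0.5% DMSO final · Timing – enzyme reaction for 50 min at room temperature, dark · Measured by – FRET fluorescence in CFP and YFP emission channels · Control set – no-enzyme wells low, DMSO-plus-enzyme wells high control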
PfGluPho inh – PfG6PD (Plasmodium falciparum) enzyme inhibition; PfGluPho enzyme, NADPH resazurin-diaphorase fluorescence; inhibition, % at 20 µM; actives 0.78% (n = 350,000); AID 504690;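 active means inhibition reaching at least a set limit at 20 µM in the primary screen, cut at about 59% in these data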;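 further: 0% = DMSO wells with substrate and 100% = DMSO wells lacking glucose-6-phosphate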
Apaf1 inhib – inhibitors of human Apaf-1 apoptosome. actives 0.71% (n = 330,000). reconstituted apoptosome caspase-3 activity, DEVD-Rh110 fluorescence. O14727. inhibition, % at 20 µM; active means inhibition of at least 40% at 20 µM;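 further: plate controls were DMSO wells for no effect and DEVD-CHO caspase inhibitor wells for full effect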
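Medium: Hepes buffer, pH 7.5 / System: biochemical Apaf-1 apoptosome reconstitution / Measured by: Rh110 fluorescence, excitation 480 nm, emission 540 nm / Times: compound with Apaf-1, dATP, procaspase-3 30 min, then 50 min reaction, room temperature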
SENP8 block-2 – SENP8 protease inhibition; Q96LD8; purified SENP8, Z-RLRGG-aminoluciferin cleavage, luminescence; inhibition, % at 10 µM; actives 1.2% (n = 330,000); AID 2540; in the data active means inhibition above about 50%
HKDC1 inhibitor – HKDC1 (human) hexokinase inhibition | inhibition, % at 20 µM | recombinant HKDC1, G6PDH/diaphorase resazurin coupled fluorescence | Q2TB90 | actives 0.16% (n = 340,000);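 active means inhibition above about 35% when tested at 20 µM, limit read from the data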;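 further: plate controls were DMSO wells with enzyme for no effect and DMSO wells lacking enzyme for full effect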
Target sequence (Q2TB90 whole entry, looked up): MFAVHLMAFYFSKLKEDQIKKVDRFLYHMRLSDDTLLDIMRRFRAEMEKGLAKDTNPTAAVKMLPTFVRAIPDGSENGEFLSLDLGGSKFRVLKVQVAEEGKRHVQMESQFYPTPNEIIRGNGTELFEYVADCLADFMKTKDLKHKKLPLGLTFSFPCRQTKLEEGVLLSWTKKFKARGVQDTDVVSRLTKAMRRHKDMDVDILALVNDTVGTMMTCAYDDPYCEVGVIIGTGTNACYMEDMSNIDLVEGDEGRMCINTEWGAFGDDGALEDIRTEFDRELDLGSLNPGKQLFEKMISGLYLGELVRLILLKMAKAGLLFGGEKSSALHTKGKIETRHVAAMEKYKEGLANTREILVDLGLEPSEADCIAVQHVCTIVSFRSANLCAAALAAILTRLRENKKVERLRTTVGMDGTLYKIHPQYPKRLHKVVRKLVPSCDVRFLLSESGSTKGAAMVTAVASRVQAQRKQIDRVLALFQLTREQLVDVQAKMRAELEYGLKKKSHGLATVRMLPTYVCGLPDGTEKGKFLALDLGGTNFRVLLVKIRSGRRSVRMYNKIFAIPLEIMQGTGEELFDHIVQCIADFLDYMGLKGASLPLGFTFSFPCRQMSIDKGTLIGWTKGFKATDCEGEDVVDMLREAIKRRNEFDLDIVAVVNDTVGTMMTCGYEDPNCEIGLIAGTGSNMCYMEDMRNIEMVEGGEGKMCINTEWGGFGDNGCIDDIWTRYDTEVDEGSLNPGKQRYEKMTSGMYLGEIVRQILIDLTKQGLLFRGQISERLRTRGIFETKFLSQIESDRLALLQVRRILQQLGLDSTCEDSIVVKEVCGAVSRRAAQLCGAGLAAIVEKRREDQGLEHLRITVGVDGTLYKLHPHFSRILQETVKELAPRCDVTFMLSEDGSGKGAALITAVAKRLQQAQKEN
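test system = in-house recombinant HK5 (HKDC1) enzyme | amount = HKDC1 at 5 µg/mL | control set = DMSO-enzyme wells negative, buffer-substituted wells positive | compound = one dose of 20 µM, 1% DMSO | schedule = reaction time 90 min, room temperature, protected from light | technique = resorufin fluorescence at 613 nm | reagent = glucose with 1 mM ATP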
SENP6 inh – blocks the human protease SENP6; Q9GZR1; Recombinant SENP6 catalytic domain, aminoluciferin luminescence; inhibition, % at 10 µM; actives 1.8% (n = 330,000);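 active means inhibition above about 50% at the single tested dose, limit read from the data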;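 further: plate controls were DMSO wells with enzyme for no effect and DMSO wells lacking enzyme for full effect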
SENP7 inh – blocks the human protease SENP7; Q9BQF6; recombinant SENP7, Z-RLRGG-aminoluciferin luminescence, 40 min; inhibition, % at 5 µM; actives 1.5% (n = 330,000); AID 434973;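 active means inhibition above about 50% at the single test dose, limit read from the data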;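 further: plate controls were DMSO with enzyme for no effect and no enzyme buffer wells for full effect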
The depositor's hits bear a star; / = no result given.

cpd	Molecule	SENP7 inh	HKDC1 inhibitor	SENP1 FRET inh	SENP8 block-1	PfGluPho inh	SENP8 block-2	SENP6 inh	Apaf1 inhib
1	CCOc1ccc(NC(=O)CCS(=O)(=O)c2ccc3c(c2)CCCN3C(C)=O)cc1	-1	-1	0	11	12	-1	-9	4
2	Cc1nc2ccccc2n1CC(O)COc1ccccc1Cl (stereo not drawn)	-12	-4	2	19	0	-6	6	-17
3	CCN(CC)c1ccc(/C=N/NC(=O)Nc2nonc2N)cc1	5	-5	-41	-391	1	-7	-2	6
4	Cc1ccc(C(=O)Nc2ccc(F)c(S(=O)(=O)N3CCOCC3)c2)s1	-4	0	0	5	2	-12	-17	10
5	NCCCC[C@@H]1NC(=O)c2cc([N+](=O)[O-])cc(F)c2NCCCC[C@@H](C(N)=O)NC(=O)CNC1=O	-6	-3	1	17	15	-8	2	4
6	Cc1ccc2c(c1)NC(=O)C(CC(=O)Nc1ccc(Br)c(C)c1)O2 (stereo not drawn)	1	-10	1	12	-5	-1	-4	11
7	O=C(CSc1nnc(-c2ccco2)n1Cc1ccccc1)NC(=O)NCc1ccco1	-2	-5	0	3	1	-3	-12	-2
8	CC1=C(C#N)S(=O)(=O)C(C#N)C(c2ccccc2)C1 (stereo not drawn)	6	-4	-58	-19	-3	0	-11	-3
9	O=C(C1CCCN(S(=O)(=O)c2ccc(Br)s2)C1)N1CCCCCC1 (stereo not drawn)	-1	-5	1	4	-4	0	-1	11
10	O=C(O)CSCCc1ccccn1	-5	-7	3	3	10	3	-6	-18
11	O=C(COc1ccc(/C=N/NC(=O)c2cc3ccccc3o2)cc1Br)Nc1ccccc1	0	5	-2	-254	-9	13	-2	35
12	O=C(NN1CCOCC1)c1sc2cccc(F)c2c1Cl	2	-1	-29	-19	-8	0	-11	-18
13	CC1(C)CC(=O)C(C=NC2CC(C)(C)NC(C)(C)C2)=C(O)C1	-12	13	2	2	-26	-6	-4	2
14	O=C(Nc1ccc(F)cc1)NC1(C(=O)NCc2ccco2)CCCCC1	5	-11	-3	4	4	-10	-4	-5
15	COc1ccc(CC(=O)NNC(=O)c2ccccc2)cc1OC	3	-6	0	14	-6	0	-6	-8
16	O=C(O)CC(NC(=O)CCc1ccccc1)c1ccc(Cl)cc1 (stereo not drawn)	3	-5	1	8	-2	0	6	3
17	O=C(Nc1ccc(N2CCOCC2)cc1N1CCOCC1)c1ccc([N+](=O)[O-])cc1Cl	3	4	1	16	14	4	-5	5
18	CCCn1nc(C(=O)Nc2ccc(S(=O)(=O)Nc3ncccn3)cc2)c2ccccc2c1=O	0	-3	-13	4	-13	-3	-12	-9
19	CCN(CC)CCN(C(=O)c1ccc(C(C)=O)cc1)c1nc2ccc(Cl)cc2s1	2	-3	2	5	1	-1	4	-329
20	CC(=O)c1ccc(NC(=S)NC(NC(=O)c2ccco2)C(Cl)(Cl)Cl)cc1 (stereo not drawn)	-3	-2	2	9	15	0	4	13
21	O=[N+]([O-])c1cc(S(=O)(=O)N2CCCC2)ccc1OCCOc1ccccc1	-3	5	0	5	-1	3	2	1
22	Cc1sc2nc(SCC(=O)NCc3cccs3)[nH]c(=O)c2c1C	-5	4	0	10	8	-8	-7	1
23	CC(C)(C)OC(=O)NCCC(=O)N/N=C/c1cccc2cccnc12	8	-2	1	22	-3	-3	-13	-9
24	Cc1ccc(CNC(=O)Cn2ccc3cc(S(=O)(=O)N4CCCC4)ccc32)o1	10	-1	-1	5	-13	-12	-7	-6
25	CCCn1c(N)c(C(=O)CSc2nnc3ccccn23)c(=O)n(C)c1=O	4	-1	0	18	-14	1	15	3
26	Cc1cc2c(c(SCC(=O)NCc3ccc(Cl)cc3)n1)C(=O)OC2	-9	1	2	12	0	-14	-5	1
27	CCC(=O)Nc1ccc(NC(=S)NC(=O)/C=C/c2ccccc2)cc1	6	12	1	19	-4	-3	1	-11
28	CC(=O)c1cc2c(cc1C)CCCC2(C)C	/	-6	4	2	8	/	/	/
29	Cc1cc2c(cc1S(=O)(=O)CCC(=O)Nc1cccc(C(F)(F)F)c1)OCC(=O)N2	13	-5	3	4	4	-1	-4	-3
30	Cc1ccc(SCc2ccc(C(=O)NCc3ccncc3)cc2)cc1	2	-6	0	29	-11	-2	5	0
31	CCOc1ccc(NC(=O)COC(=O)c2cc(C)oc2C)cc1	1	-7	-1	2	4	1	-4	6
32	Cc1ccc(N(CC(=O)NCCc2ccccc2)C(=O)c2csnn2)cc1	3	0	1	2	-11	-6	-7	8
33	O=C(c1ccc(-n2cccc2)cc1)N1CCOCC1	0	0	2	3	1	0	-4	-3
34	O=C(COc1ccc(Cl)cc1Cl)c1ccc[nH]1	32	0	-6	15	4	14	43	-14
35	O=C(NCC1CCOCC1)c1cc(COc2cccc(C(F)(F)F)c2)on1	3	0	-2	9	2	-17	-4	7
36	COc1cc(SC)ccc1C(=O)NCCOc1ccc(F)cc1	0	-7	1	28	37	-10	-2	14
37	CC1CCCC(NC(=O)COC(=O)Cc2ccsc2)C1C (stereo not drawn)	-2	-6	3	11	-4	4	9	-5
38	C[C@@H]1CN([C@H](C)CO)C(=O)c2cc(NC(=O)C3CCCCC3)ccc2O[C@@H]1CN(C)Cc1ccc(C(F)(F)F)cc1	5	4	0	-23	8	7	-5	16
39	O=C(CCc1ccccc1)NNC(=O)c1ccc(NC(=O)c2ccccc2)cc1	-17	-4	2	-3	-10	-10	-17	-2
40	CC(C)CC(=O)Nc1cc2c3c(c1)C(C)C(=O)N3CCC2 (stereo not drawn)	2	1	6	9	10	4	4	-19
41	O=C(Cc1ccsc1)OCC(=O)c1ccccc1	28	-1	-1	5	15	4	33	-2
42	CC1=NN(c2ccccc2)C(=O)C1C(=O)c1ccccc1 (stereo not drawn)	7	-5	2	19	-11	4	-2	27
43	COc1ccccc1Nc1nc(N)nc(CN2CCC(Cc3ccccc3)CC2)n1	-15	4	-1	33	-11	0	-13	21
44	N=c1n(CCCOc2ccc(Br)cc2)c2ccccc2n1CC(N)=O	-2	-1	2	10	6	-7	-28	24
45	COc1ccccc1C(=O)NNC1=NS(=O)(=O)c2ccccc21	-4	-9	3	1	-2	-13	-3	-5
46	O=C(CCC1CCCCC1)NCCS(=O)(=O)N1CCN(c2ccccc2)CC1	-17	1	1	18	-12	-7	-11	12
47	CC(=O)C1CCC2C3CCC4CC(=O)CCC4(C)C3C=CC12C (stereo not drawn)	/	2	0	15	3	/	/	/
48	O=C(Cc1ccccc1)Nc1cccc(N2CCCC2)c1	-3	-3	-25	-6	4	-11	-9	1
49	CSCCC(NS(=O)(=O)c1ccc(C)cc1)C(=O)NCCc1c[nH]c2ccccc12 (stereo not drawn)	2	-1	-3	-2	0	5	-11	8
50	CCCCNS(=O)(=O)c1ccc(NC(=O)C2c3ccccc3Oc3ccccc32)cc1	-8	-13	2	16	17	-1	-2	9
51	O=C(CCN1CCOCC1)c1ccc(Br)cc1	-1	6	1	16	18	0	7	-1
52	CC1=NN(C(N)=S)C(=O)C1N=Nc1c(Br)cc(Br)cc1Br (stereo not drawn)	0	-18	3	18	-5	74*	85*	-23
53	O=C(COC(=O)/C=C/c1cccc(C(F)(F)F)c1)NC1CCCCCC1	1	2	-1	11	4	-1	-2	-2
54	Cc1cc2c(cc1C)CSC(c1ccc3ccccc3c1O)SC2	1	7	-14	-10	6	0	-5	4
55	COc1ccc(C2Nc3ccccc3C(=O)N2c2ccccc2)cc1COc1ccccn1 (stereo not drawn)	7	12	-2	-312	-5	2	1	1
56	CCC1C(=O)N=C(SCC(=O)Nc2nc3ccccc3s2)NC1=O (stereo not drawn)	-1	-10	-2	5	-4	2	15	70*
57	COc1ccccc1N1C(=O)C(Cl)=C(N2CCCC2)C1=O	-3	6	20	6	8	9	1	1
58	C/C(=N/NC(=O)Cc1c(C)[nH][nH]c1=O)c1ccc(O)cc1	-2	-3	0	1	-6	-5	-10	-12
59	Cc1cccc(OCC(=O)N/N=C/CC(C)c2ccccc2)c1C (stereo not drawn)	9	-8	3	19	0	-3	-10	19
60	CCc1ccccc1NC(=O)Nc1cc(F)ccc1F	12	-1	2	26	20	-1	5	-8

Part of the list above in order of SMILES length, descending:
cpd	Molecule	SENP7 inh	HKDC1 inhibitor	SENP1 FRET inh	SENP8 block-1	PfGluPho inh	SENP8 block-2	SENP6 inh	Apaf1 inhib
49	CSCCC(NS(=O)(=O)c1ccc(C)cc1)C(=O)NCCc1c[nH]c2ccccc12 (stereo not drawn)	2	-1	-3	-2	0	5	-11	8
56	CCC1C(=O)N=C(SCC(=O)Nc2nc3ccccc3s2)NC1=O (stereo not drawn)	-1	-10	-2	5	-4	2	15	70*
54	Cc1cc2c(cc1C)CSC(c1ccc3ccccc3c1O)SC2	1	7	-14	-10	6	0	-5	4

New compounds follow.
cpd	Molecule	SENP7 inh	HKDC1 inhibitor	SENP1 FRET inh	SENP8 block-1	PfGluPho inh	SENP8 block-2	SENP6 inh	Apaf1 inhib
61	Cc1ccc(-c2noc(-c3cc4ccccc4oc3=O)n2)cc1	-5	-4	-5	-448	2	0	18	8
62	CCc1c(C)sc(NC(=O)c2cc(-c3ccc(OC)c(OC)c3)on2)c1C#N	-5	-4	-3	-44	-24	1	2	5
63	COc1ccc(S(=O)(=O)N2CCCCCC2)cc1C(=O)N(C)Cc1ccco1	1	-1	1	9	-19	1	-5	8
64	CCCOc1ccc([N+](=O)[O-])c(N)c1	-7	-5	2	11	0	-10	-1	-1
65	N/C(=N\OC(=O)c1ccc2c(c1)OCO2)c1cccc([N+](=O)[O-])c1	45	-3	3	15	10	15	42	5
66	CCCc1cc(C(=O)Nc2cccnc2Cl)no1	0	-3	0	16	4	-9	-22	-5
67	CC[n+]1c(/C=C(\C)OC)sc2ccccc21	-3	16	-7	7	17	-2	2	7
68	c1cnc2c(OCc3nc4ccccc4[nH]3)cccc2c1	13	-4	1	2	42	-8	3	-2

Down the list, as entered above:
Compounds 61–68 in SENP1 FRET inh read -5, -3, 1, 2, 3, 0, -7, 1
Compounds 61–68 in SENP6 inh read 18, 2, -5, -1, 42, -22, 2, 3
Compounds 61–68 in Apaf1 inhib read 8, 5, 8, -1, 5, -5, 7, -2
